RGS4 inh: inhibitors of human regulator of G protein signaling 4. P49798. Transcreener GDP fluorescence polarization, RGS4-accelerated GTP hydrolysis. Potency, µM (series often up to 114 µM), for inactives: at the top dose activity change, negative = inhibition, hits mostly inhibitors. 390,000 tested, 0.039% active. AID 504845; also: nearly all actives have a fitted effect of over 75% in size; some results filed as inactive show a strong effect at the top dose
Target sequence (P49798 whole entry, looked up): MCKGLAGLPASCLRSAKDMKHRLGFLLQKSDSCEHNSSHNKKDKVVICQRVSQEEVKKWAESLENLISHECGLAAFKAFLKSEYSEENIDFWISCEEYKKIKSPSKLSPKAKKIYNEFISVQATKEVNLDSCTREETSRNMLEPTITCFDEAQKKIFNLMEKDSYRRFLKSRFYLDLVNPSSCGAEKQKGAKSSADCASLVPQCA
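MLSMR compounds (23 nl, pin-transferred) preincubated 10 min at room temperature with a 500nM (2x) first reagent, then RGS4 at 900nM (2x) plus Transcreener GDP mix added; fluorescence polarization (620/688 nm) read before and after 90 min at 30 °C.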
12-LOX inh: inhibitors of human 12S-lipoxygenase ALOX12. purified 12hLO, xylenol orange hydroperoxide absorbance. Potency, µM (top dose mostly 108 µM), for the others: at the top dose activity change, negative = inhibition, most hits filed as inhibitors. 580,000 tested, 1.1% active. AID 1671190
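Purified human 12hLO at 150 nM in 25 mM Hepes, 0.01% Triton X-100, pH 7.0, preincubated 15 min at room temperature with compound. Reaction started with 40 uM arachidonic acid, 30 min at room temperature. Hydroperoxide measured by Fe-xylenol orange, 573/405 nm absorbance ratio.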
rTrxR1 inhibitor: rat TrxR1 inhibition; O89049; recombinant rTrxR1, NADPH fluorescence consumption, selenite substrate; Potency, µM (series often up to 114 µM), without a hit: at the top dose activity change, negative = inhibition, most hits filed as inhibitors; 390,000 tested, 1% active; AID 588453; also: nearly all actives have a fitted effect of over 65% in size
Target sequence (O89049 whole entry, looked up): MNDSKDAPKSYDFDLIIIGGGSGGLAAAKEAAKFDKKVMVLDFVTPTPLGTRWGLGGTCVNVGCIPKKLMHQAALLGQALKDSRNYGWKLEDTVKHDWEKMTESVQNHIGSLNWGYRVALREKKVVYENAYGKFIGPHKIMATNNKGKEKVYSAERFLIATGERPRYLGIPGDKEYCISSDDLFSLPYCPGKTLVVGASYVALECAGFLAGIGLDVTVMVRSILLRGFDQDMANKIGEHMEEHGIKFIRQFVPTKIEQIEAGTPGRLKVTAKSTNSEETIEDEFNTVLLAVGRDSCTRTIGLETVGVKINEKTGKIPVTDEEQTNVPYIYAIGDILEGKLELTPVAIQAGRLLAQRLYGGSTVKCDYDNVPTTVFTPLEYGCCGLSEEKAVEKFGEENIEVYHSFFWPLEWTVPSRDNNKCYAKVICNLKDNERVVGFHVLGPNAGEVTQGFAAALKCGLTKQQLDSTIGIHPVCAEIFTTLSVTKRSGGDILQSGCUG
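Rat TrxR1 (90 nM in the dispensed reagent) was pre-reduced with 400 uM NADPH for 5 min at room temperature, then incubated with compound for 15 min. After 400 uM selenite was added, NADPH fluorescence (Ex 340/Em 450 nm) was followed for 8 min.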
Vif-APOBEC3G blk: Vif-A3G binding inhibition | AID 602310 | 410,000 tested, 0.076% active | Potency, µM (series often up to 46.1 µM), for inactives: at the top dose activity, negative = active, actives largely listed as inhibitors | HeLa A3G-eYFP + Vif (tagged APOBEC3G with the HIV-1 protein that degrades it), YFP fluorescence, overnight;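 also: nearly all actives have a fitted effect of over 60% in size; hits raise eYFP signal because A3G escapes Vif-driven loss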
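Read-out is eYFP fluorescence (Ex 488/Em 500-530) from Vif-expressing HeLa A3G-eYFP cells; more signal means A3G escaped Vif-mediated degradation. Cells plated overnight, compound pinned in, incubated overnight at 37 deg C.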
TrxR1 substrate: substrates of rat thioredoxin reductase 1. AID 588456. Potency, µM (series often up to 114 µM), without a hit: at the top dose activity change, negative = substrate turnover. 390,000 tested, 0.01% active. purified TrxR1 substrate turnover, NADPH consumption readout. O89049; also: nearly all actives have a fitted effect of over 50% in size
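Rat TrxR1, dispensed at 90 nM, was prereduced with 400 uM NADPH (final) for 5 min at ~22 deg C, then incubated with compound 15 min before 400 uM selenite. A first-read NADPH fluorescence drop versus no-compound background flagged substrates.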
* hit, by the source's call; i = inactive; ? = inconclusive; . = not tested or not shown; & = joins results of further samples; ! = not active in a repeat; [ ] = another dose, or the depositor's remark. Calls follow the shape of the dose curve; as a rule, active = well fitted curve in the direction sought with a large enough effect; inconclusive = small, poorly fitted or top-dose-only effect, or another doubt; inactive = no such curve, though single readings can be large; an effect the other way counts as inactive or inconclusive. % is scaled to controls: 0 for no effect and ±100 for the full control effect; potency is read from the fitted curve at half-maximal effect. A portion of the library. The share of hits here may be higher or lower than overall.

#	SMILES	12-LOX inh	RGS4 inh	rTrxR1 inhibitor	Vif-APOBEC3G blk	TrxR1 substrate
1	CC(C)(C)n1ncc2c(=O)n(Cc3c(F)ccc(F)c3Cl)cnc21	.	.	9%	2%	2%
2	COc1cc2c(NC3CCN(C)CC3)nc(N3CCCN(C)CC3)nc2cc1OCCCCCCN(C)C	.	.	?	4%	76%[activator]
3	Cc1cc[n+](CC(=O)c2ccc(F)cc2)cc1	.	.	9%	4%	5%
4	O=C(C[n+]1cc(Br)cc(Br)c1)c1ccc2ccccc2c1	.	.	?	-2%	-11%
5	O/N=C(/CI)c1ccc2ccccc2c1	.	.	?	-7%	3%
6	C[N+]1(CC(=O)c2ccc(Oc3ccccc3)cc2)CCOCC1	.	.	6%	3%	1%
7	O=C(C[N+]1(CCO)CCOCC1)c1cccc2ccccc12	.	.	9%	4%	9%[0.0914 µM]
8	O=C(NC1CCCCC1)[C@@H]1CC=C[C@@H]2CCN(Cc3ccc(Cl)c(Cl)c3)C(=O)[C@@H]21	.	.	11%	-2%	-6%
9	CN(CCc1ccc(Cl)c(Cl)c1)C[C@@H](O)COc1ccc(NS(C)(=O)=O)cc1	?	i	.	.	.
10	CCCCCCCCCCCCCCCCOCC(COP(=O)([O-])OCC[N+](C)(C)C)OC (configuration not stated)	11%[12.5 µM]	?	.	.	.
11	CCCCCCCCCCCCCC(=O)N[C@@H](C)[C@H](O)c1ccccc1	5%[12.5 µM]	270%[activator][56.9 µM]	.	.	.
12	CCCCCCCCCCC/C=C\C/C=C\CCCC(=O)O	-1%[12.5 µM]	?	.	.	.
13	O=C(O)[C@H]1CCCN1	14%	i	.	.	.
14	O=c1nc2ccccc2c2n1C[C@H](CN1CCN(c3ccccc3)CC1)N2	0%	429%[activator][56.9 µM]	.	.	.
15	CC(=O)NCCc1c(Cc2ccccc2)[nH]c2ccccc12	-2%	27µM*!	.	.	.
16	Nc1nc2c(ncn2[C@@H]2O[C@H](COP(=O)(O)OP(=O)(O)O)[C@@H](O)[C@H]2O)c(=O)[nH]1	-22%	?	.	.	.
17	CCCCCCCCCCC1=C(C)C(=O)C(OC)=C(OC)C1=O	8%[176 µM]	150%[activator][56.9 µM]	.	.	.
18	COc1ccccc1N1CCN(CC2CN3C(=O)N(C)c4ccccc4C3=N2)CC1 (configuration not stated)	-2%	?	.	.	.
19	CSCC[C@@H](N)C(=O)O	?	?	.	.	.
20	COC(=O)Nc1ccc2[nH]cc(CCNC(C)=O)c2c1	0%&0%	?	.	.	.
21	CC(=O)[C@H](CC(C)C)NC(=O)[C@@H](CC(C)C)NC(=O)[C@H](CC(C)C)NC(=O)OCc1ccccc1	0%	8.4µM*	.	.	.
22	C[N+](C)(C)CC[N+]1(C)Cc2c(Cl)c(Cl)c(Cl)c(Cl)c2C1	?	i	.	.	.
23	O=C1CC2(CCCC2)CC(=O)N1CCNCC1COc2ccccc2O1 (configuration not stated)	-11%[22.9 µM]	i	.	.	.
24	CCCC[P+](CCCC)(CCCC)Cc1ccc(NC(=O)[C@@H](Cc2ccc3ccccc3c2)NC(=NC2CCCCC2)NC2CCCCC2)cc1	?	-117%[56.9 µM]	.	.	.
25	CN(C)c1ccc(/C=C2/C(=O)Nc3ccccc32)cc1	4%	.	.	.	.
26	C[C@H](CC[C@@H]1OC1(C)C)C1CC[C@H]2[C@@H]3CC=C4C[C@@H](O)CC[C@]4(C)[C@H]3CC[C@]12C (some centres not stated)	11%	220%[activator][56.9 µM]	.	.	.
27	C=CC(C)(C)c1[nH]c2ccccc2c1C1=C(O)C(=O)C(c2c[nH]c3c(CC=C(C)C)cccc23)=C(O)C1=O	?	i	.	.	.
28	CCCCC/C=C\C\C=C/C=C/C=C/[C@@H](SC[C@H](N)C(=O)O)[C@@H](O)CCCC(=O)O	5%[2.23 µM]	i	.	.	.
29	c1ccc2nc(C3=NCCN3)cnc2c1	?	-49%[56.9 µM]	.	.	.
30	COc1ccc(C(OCCN2CCC[C@@H](C(=O)O)C2)(c2ccc(OC)cc2)c2ccc(OC)cc2)cc1	?	173%[activator][56.9 µM]	.	.	.

Entries listed so far shown as hits in RGS4 inh:
#	SMILES	12-LOX inh	RGS4 inh	rTrxR1 inhibitor	Vif-APOBEC3G blk	TrxR1 substrate
15	CC(=O)NCCc1c(Cc2ccccc2)[nH]c2ccccc12	-2%	27µM*!	.	.	.
21	CC(=O)[C@H](CC(C)C)NC(=O)[C@@H](CC(C)C)NC(=O)[C@H](CC(C)C)NC(=O)OCc1ccccc1	0%	8.4µM*	.	.	.

The main list resumes with the 2 entries that preceded the break.
#	SMILES	12-LOX inh	RGS4 inh	rTrxR1 inhibitor	Vif-APOBEC3G blk	TrxR1 substrate
29	c1ccc2nc(C3=NCCN3)cnc2c1	?	-49%[56.9 µM]	.	.	.
30	COc1ccc(C(OCCN2CCC[C@@H](C(=O)O)C2)(c2ccc(OC)cc2)c2ccc(OC)cc2)cc1	?	173%[activator][56.9 µM]	.	.	.
31	Cn1c2ccccc2c2c3c(c4c5ccccc5n(CCC#N)c4c21)CNC3=O	-12%[57.4 µM]	?	.	.	.
32	C/C=C1/C(=O)C[C@@H]2[C@H]3CCC4=CC(=O)CC[C@]4(C)[C@@H]3CC[C@]12C	7%	360%[activator][56.9 µM]	.	.	.
33	O=C(O)COc1ccc(OCCNC[C@H](O)COc2ccccc2)cc1	1%	?	.	.	.
34	CCCCCCCCCCCCCCCCCCOC[C@H](COP(=O)([O-])OCC[N+](C)(C)C)OC(C)=O	5%[12.5 µM]	i	.	.	.
35	N[C@H](C(=O)O)[C@@H]1C[C@@H]1C(=O)O	-92%&32%	i	.	.	.
36	Cc1c(-c2ccc(Cl)cc2)noc1C1CCN(CCc2ccccc2)CC1	-5%&178%	?	.	.	.
37	CCCCC[C@H](O)/C=C/[C@H]1[C@H](O)CC(=O)[C@@H]1CCCCCCC(=O)O	2%[12.5 µM]	i	.	.	.
38	N[C@H](Cc1ccccc1)C(=O)O	3%	.	.	.	.
39	O=C1c2ccccc2C(Cc2ccncc2)(Cc2ccncc2)c2ccccc21	?	-166%[56.9 µM]	.	.	.
40	O=C1c2ccccc2S(=O)(=O)N1CCCCN1CCN(c2ncccn2)CC1	-12%[22.9 µM]	-88%[56.9 µM]	.	.	.
41	COc1ccc2[nH]c(C(=O)c3ccccc3)cc2c1	2%	307%[activator][56.9 µM]	.	.	.
42	CCOC(OCC)P(=O)(O)CCCNCc1ccc(Cl)c(Cl)c1	3%&179%	i	.	.	.
43	C[C@@](N)(C(=O)O)c1ccc(P(=O)(O)O)cc1	13µM*	98%[activator][56.9 µM]	.	.	.
44	NC(N)=NN=Cc1c(Cl)cccc1Cl	73%[activator]	i	.	.	.
45	C[N+](C)(CCCCCC[N+](C)(C)CCCN1C(=O)c2ccccc2C1=O)CCCN1C(=O)c2ccccc2C1=O	15%&183%	?	.	.	.
46	NC(C(=O)O)c1cccc(O)c1 (configuration not stated)	3%	150%[activator][56.9 µM]	.	.	.
47	COc1cc2c(cc1OC)[C@@H]1C(=O)c3ccc4c(c3O[C@@H]1CO2)C=CC(C)(C)O4	?	i	.	.	.
48	CC(C)c1ccc(Cn2ccc3c4c(N)nc(NC5CC5)nc4ccc32)cc1	22µM*!	-141%[56.9 µM]	.	.	.
49	CC1(C)CC(=O)C([C@H]2C3=C(CC(C)(C)CC3=O)Oc3ccccc32)C(=O)C1	0%	i	.	.	.
50	Cc1cc(C)cc(C(=O)N(C)[C@H](Cc2ccc(-c3ccccc3)cc2)C(=O)N[C@@H](Cc2c[nH]c3ccccc23)C(=O)O)c1	?	-98%[56.9 µM]	.	.	.
51	COc1cc(OC)c(C(=O)CCCCN2CCC3(CC2)NC(=O)NC3=O)cc1NS(=O)(=O)c1ccc(C(F)(F)F)cc1	-17%&0%	i	.	.	.
52	CCCCC[C@H](O)/C=C/[C@@H]1[C@H]2C/C(=C/CCCC(=O)O)C[C@H]2C[C@H]1O	63%[activator]	120%[activator][56.9 µM]	.	.	.
53	C#C[C@]1(O)CC[C@H]2[C@H]3CCC4=Cc5oncc5C[C@]4(C)[C@@H]3CC[C@]21C	188%[activator]	20%[56.9 µM]	.	.	.
54	CCCCCCCCCC(=O)O[C@H](CC(=O)O)C[N+](C)(C)C	160%[activator]	?	.	.	.
55	Nc1nc(Nc2ccccc2)nc2c1ncn2[C@@H]1O[C@@H](CO)[C@H](O)[C@H]1O	23%	.	.	.	.
56	CC(=O)Nc1ccc(OC[C@@H](O)CNC(C)C)cc1	9%	-117%[56.9 µM]	.	.	.
57	COc1ccc(CCCO[C@@H](Cn2ccnc2)c2ccc(OC)cc2)cc1	?	293%[activator][56.9 µM]	.	.	.
58	O=Cc1c2[nH]c3ccccc3c2cc2[nH]c3ccccc3c12	-22%	i	.	.	.
59	CS(=O)(=O)c1ccc(-c2nc(-c3ccc(F)cc3)c(-c3ccncc3)[nH]2)cc1	6%	?	.	.	.
60	Cc1cc(C)c(S(=O)(=O)Nc2ccccc2C(F)(F)F)c(C)c1	226%[activator]	i	.	.	.
61	O=C(Nc1ccc(C(=O)Nc2ccc(C(=O)Nc3ccc(S(=O)(=O)O)c4cc(S(=O)(=O)O)cc(S(=O)(=O)O)c34)cc2)cc1)Nc1ccc(C(=O)Nc2ccc(C(=O)Nc3ccc(S(=O)(=O)O)c4cc(S(=O)(=O)O)cc(S(=O)(=O)O)c34)cc2)cc1	-1%&132%	?	.	.	.
62	CC(O)(C(=O)Nc1ccc(S(=O)(=O)c2ccccc2)cc1)C(F)(F)F (configuration not stated)	-4%[176 µM]	?	.	.	.
63	NC1=NCCCC1	10%	i	.	.	.
64	CC(C)c1cc(/C=C(\C#N)C(=O)NCCCc2ccccc2)cc(C(C)C)c1O	-1%	330%[activator][56.9 µM]	.	.	.
65	CCCNC(=O)N1N=C(c2ccc(N)cc2)c2cc3c(cc2[C@H]1C)OCO3	148%[activator]	-78%[56.9 µM]	.	.	.
66	CC1C(=O)OC2C(O)C34C5CC(C(C)(C)C)C36C(OC(=O)C6O)OC4(C(=O)O5)C12O (configuration not stated)	125%[activator]	424%[activator][56.9 µM]	.	.	.
67	CC(=O)OC/C=C(C)/C=C/C=C(C)/C=C/C1=C(C)CCCC1(C)C	?	?	.	.	.
68	CCn1c(=O)[nH]c2ccccc21	33%[activator]	i	.	.	.
69	COc1cc2ncnc(Nc3cccc(Br)c3)c2cc1OC	?	i	.	.	.
70	CC(C)[C@H](NC(=O)CNC(=O)OC(C)(C)C)C(=O)N[C@H](C=O)C(C)C	-3%[176 µM]	?	.	.	.
71	N[C@H](C(=O)O)c1ccc(O)c(C(=O)O)c1	?	?	.	.	.
72	COC(=O)[C@@H](N)CSC/C=C(\C)CC/C=C(\C)CCC=C(C)C	0%	?	.	.	.
73	CCCn1c(=O)c2[nH]c(-c3ccc(OCC(=O)Nc4ccc(C(C)=O)cc4)cc3)nc2n(CCC)c1=O	0%	i	.	.	.
74	CC/C=C\C/C=C\C/C=C\CCCCCCCCCC(=O)O	17%[12.5 µM]	i	.	.	.
75	COc1ccccc1N1CCN(C[C@@H]2CN3C(=O)N(C)c4ccccc4C3=N2)CC1	12%	.	.	.	.
76	Fc1ccc([C@H]2CCNC[C@H]2COc2ccc3c(c2)OCO3)cc1	?	i	.	.	.
77	C[C@@](N)(C(=O)O)[C@@H]1C[C@@H]1C(=O)O	-9%	24µM*	.	.	.
